Assay outcomes deposited in PubChem by National Center for Advancing Translational Sciences (NCATS).
12-LOX inh: Primary qHTS assay for inhibitors of human arachidonate 12S-lipoxygenase (ALOX12): Round 2 | purified 12hLO, xylenol orange hydroperoxide absorbance | Potency, µM (titrated, usually from 108 µM), without a hit: top-dose activity change, negative = inhibition, hits mostly inhibitors | 1.1% of 580,000 active | AID 1671190, 2021; active = well fitted inhibition curve with a large enough effect; inconclusive = small, poorly fitted or top-dose-only effect, or another doubt; inactive = no such curve, though single readings can be large or run the other way
Target sequence (P18054 whole entry, looked up): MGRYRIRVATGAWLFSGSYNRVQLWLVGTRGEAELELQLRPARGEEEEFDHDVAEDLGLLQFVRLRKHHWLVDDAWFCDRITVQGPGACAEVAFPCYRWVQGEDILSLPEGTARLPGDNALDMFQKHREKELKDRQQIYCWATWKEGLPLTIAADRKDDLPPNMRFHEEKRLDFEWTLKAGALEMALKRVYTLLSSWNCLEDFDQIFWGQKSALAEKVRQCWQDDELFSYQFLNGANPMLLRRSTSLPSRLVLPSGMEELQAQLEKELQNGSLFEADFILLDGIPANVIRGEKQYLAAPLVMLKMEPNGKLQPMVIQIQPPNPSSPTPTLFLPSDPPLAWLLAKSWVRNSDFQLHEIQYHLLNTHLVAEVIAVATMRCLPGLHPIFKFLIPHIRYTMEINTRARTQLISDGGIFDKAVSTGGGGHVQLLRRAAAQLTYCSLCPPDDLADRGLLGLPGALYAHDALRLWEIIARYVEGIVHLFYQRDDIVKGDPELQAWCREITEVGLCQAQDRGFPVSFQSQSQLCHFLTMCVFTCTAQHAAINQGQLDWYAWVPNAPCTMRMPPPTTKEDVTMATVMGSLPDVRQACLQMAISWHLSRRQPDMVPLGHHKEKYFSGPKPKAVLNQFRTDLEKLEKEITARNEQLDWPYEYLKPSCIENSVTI
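Purified human 12hLO (150 nM final) in 25 mM Hepes, 0.01% Triton X-100, pH 7.0 was preincubated 15 min at room temperature with compound. Then 40 uM arachidonic acid was added, 30 min. Hydroperoxide was read by Fe-XO absorbance ratio 573/405 nm.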
* hit, by the source's call; ? = inconclusive; [ ] = dose if it differs, or a comment. % is scaled to controls: 0 for no effect and ±100 for the full control effect; potency is read from the fitted curve at half-maximal effect.

SMILES	12-LOX inh
C[C@H]1[C@H](c2ccccc2)Oc2cc(Br)ccc2S(=O)(=O)N1Cc1ccc(Cl)cc1	-21%
CC(=O)c1cccc(Nc2nc(-c3ccc(C)cc3)nc3ccccc23)c1	18%
COC(=O)[C@@H](NC(=O)NCc1ccccc1)C(C)C	16%
Cc1ccc(F)cc1C(=O)N1CCCC1(C)C(=O)NCC(C)C (stereo not given)	-1%
CC(C)C(=O)Nc1ccc2[nH]cc(C(C(=O)O)N3CCN(CC(=O)N(C)C)CC3)c2c1 (stereo not given)	?
CC(=O)Nc1cnc(/C=C\CCCO)cn1	?
Cc1cccc(-n2cnc3cc(C(=O)NCC4CCCO4)ccc32)c1 (stereo not given)	-2%
Cc1ccc(S(=O)(=O)N2C[C@H]3C(=O)C[C@@H](c4ccccc4)N(S(=O)(=O)c4ccccc4C)[C@H]3C[C@H]2c2ccccc2)cc1	-3%
Cc1noc([C@@H]2CN(C(=O)CC(C)C)C[C@H]2CO)n1	33%[activator]
O=C(C[C@@H]1CCNC[C@@H]1Cc1cc(CN2CCOCC2)on1)N1CCN(c2ccccc2)CC1	-18%
N#Cc1ccc(-c2nc3c(Cl)cc(C(F)(F)F)cn3c2Cc2ccccc2C(F)(F)F)cc1	?
Cc1ccc(-c2cc(C(=O)N3CCSCC3)c3cnn(C)c3n2)c(C)c1	-4%[6.33 µM]

Next part; it opens with the 6 that closed the last part.
SMILES	12-LOX inh
Cc1cccc(-n2cnc3cc(C(=O)NCC4CCCO4)ccc32)c1 (stereo not given)	-2%
Cc1ccc(S(=O)(=O)N2C[C@H]3C(=O)C[C@@H](c4ccccc4)N(S(=O)(=O)c4ccccc4C)[C@H]3C[C@H]2c2ccccc2)cc1	-3%
Cc1noc([C@@H]2CN(C(=O)CC(C)C)C[C@H]2CO)n1	33%[activator]
O=C(C[C@@H]1CCNC[C@@H]1Cc1cc(CN2CCOCC2)on1)N1CCN(c2ccccc2)CC1	-18%
N#Cc1ccc(-c2nc3c(Cl)cc(C(F)(F)F)cn3c2Cc2ccccc2C(F)(F)F)cc1	?
Cc1ccc(-c2cc(C(=O)N3CCSCC3)c3cnn(C)c3n2)c(C)c1	-4%[6.33 µM]
CC(=O)N1CCC2(CC1)CC(=O)c1ccc(OCC(=O)NC3CCS(=O)(=O)C3)cc1O2 (stereo not given)	-8%
O=C(c1ccc2c(c1)OCO2)N1CCc2nn(Cc3ccccc3)c(=O)n2CC1	16%
Cc1ccc(NC(=O)Cn2c(=O)c(-c3noc(C)n3)c3n(c2=O)CCCCC3)c(Cl)c1	?
COC(=O)c1cc(NC(=O)CC(=O)c2cccc(N)c2)cc(C(=O)OC)c1	-2%
CC(=O)c1ccc(NC(=O)c2ccc(Cl)cc2N2CCCC2=O)cc1	-21%
C[C@@H]1CN([C@H](C)CO)C(=O)CCCn2nncc2CO[C@@H]1CN(C)C(=O)Nc1ccccc1	-4%
Cc1cccc(C(C)C)c1NC(=O)c1ccc(CSc2ccccc2)cc1	0%
O=C(Cc1cc(Cl)c2c(c1)OCCO2)NC1CCN(C2CC2)CC1	3%
Cc1ccc(C(=O)N2CCC3(CC2)CC(N(Cc2ccc(F)cc2)C2CC2)CCO3)cn1 (stereo not given)	-6%
CC1=NCC(C)c2ccccc21 (stereo not given)	6%
O=C(Cc1ccc(Br)cc1)NC1CCC(c2ccccc2)CC1 (stereo not given)	8%
CCc1nc2c(=O)n(CC(=O)N3CCN(c4ccccc4F)CC3)nc(C)c2s1	15%
COc1ccc(NC(=O)c2cnc3c(c2)N(c2ccccc2OC)CCC3)cn1	51%[activator][176 µM]
O=C(O)c1cc2c(s1)CCN(C(=O)c1ccc(Cl)cc1)C2	31%[activator]
Cc1sc(-c2ccsc2)nc1-c1ccc(F)c(F)c1	8%
O=C1CCCN1CCCN1C(=O)[C@H]2CN(Cc3ccncc3)C[C@H]2C1=O	48%[activator]
O=C1CCC2(CCN1)CCN(C(=O)C1CCCCC1)CC2	17%
Cc1ccccc1-c1cc(C(=O)Nc2nncs2)c2ccccc2n1	-22%
CN1CCNc2nc(COc3ccc(Oc4ccccc4)cc3)n(Cc3ccccc3)c2C1=O	13%
CCC(C)NC(=O)c1ccccc1-c1ncc(-c2ccccc2F)o1 (stereo not given)	5%
CCc1ccc(C(=O)Nc2ccc(C(N)=O)cc2)cc1S(=O)(=O)N1CCOCC1	-2%
C=CCCc1ccc(-c2ccc(OCCCCCCCCCC)c(F)c2)nc1	7%
CCc1c(C)nc(N)nc1NCc1noc(COC)n1	20%
Cc1ccc2nc(-c3ccc4c(c3)OCO4)cc(C(=O)O)c2c1	?
Cc1c(CC(=O)NCC2CC2)c2c(n1Cc1ccccc1F)CCCC2=O	41%[activator]
Cc1cccc(NC(=O)N2CCC(CC(=O)NCc3ccccc3)C2)c1C (stereo not given)	-10%
COc1cccc(CN2CCC3(C2)C(=O)N(C)C(=O)N3C)c1 (stereo not given)	-4%
CN1C(=O)C(C2(O)C(=O)Nc3ccccc32)c2ccccc21 (stereo not given)	-8%
CC(C)C(=O)NCC1Cn2cccc2C(=O)N1Cc1ccccc1 (stereo not given)	12%
Cc1ncsc1CN1CCC[C@H]1C(=O)N1CCCCCCNC(=O)CC1	121%[activator]
COc1ccc(O[C@H]2COCCN(S(=O)(=O)c3ccc(Cl)cc3)C2)cc1	-3%[176 µM]
Cc1noc(C)c1-c1cc2c(cc(C)n2C)c(N2CCN(Cc3ccccc3)CC2)n1	7%[176 µM]
CC(C)C(=O)Nc1ccc([N+](=O)[O-])cc1	2%
CC(C)CNC(=O)c1ccc2c(c1)C1(CCN(C)C1)CN2CC1CC1 (stereo not given)	34%[activator][176 µM]
Cc1cc2c(cc1C)-n1nnnc1C(N1CCN(CC(=O)N3CCCC3)CC1)C(=O)N2 (stereo not given)	-11%
CCN1C(=O)COC[C@@H]1C(O)c1ccc(NC(=O)Cc2ccc(OC)cc2)cc1 (stereo not given in full)	52%[activator][176 µM]
Cc1ccc(C(=O)N2CCCC3(CNc4ccccc4[S+](=O)([O-])N3)C2)cc1 (stereo not given)	10%
O=C(Nc1cc(C(F)(F)F)cc(C(F)(F)F)c1)[C@H]1O[C@@H](n2ccc(=O)[nH]c2=O)[C@H](O)[C@@H]1O	?
CC(C)(C)C(=O)Nc1ccc2oc(-c3ccc(F)cc3)nc2c1	14%
Cc1cccc(C(=O)N2CCc3[nH]nc(C(=O)NCCCc4ccccc4)c3C2)c1	62%[activator]
C#CCN(C)C(=O)[C@@H]1CCCN1[C@@H](C(=O)NC)c1ccccc1F	?
CCOCCOC(C)C(=O)NCC(C)(C)c1ccccc1OC (stereo not given)	8%
O=C(c1ccccc1F)N1CCCC(c2nc(C3CCOCC3)no2)C1 (stereo not given)	34%
CCCNCc1ccc(OCCO)cc1	5%
COc1ccc(CN2CC[C@H](c3nnc(-c4ccncc4)o3)C2)cc1	6%[176 µM]
Cc1cc(C)n(CC(=O)N2CCOCC(CO)C2)c(=O)n1 (stereo not given)	16%
Cc1occc1C(=O)N1CC(C)CC(C)C1 (stereo not given)	?
CC(C)CCN1C[C@@H]2C(=O)N(Cc3ccc4c(c3)OCO4)C(=O)[C@@H]2C1	14%
O=C(NC1CCc2ccccc21)c1ccc2ccccc2n1 (stereo not given)	?
COc1cccc(CN2CCC2(C)C(=O)NCCc2ccccn2)c1OC (stereo not given)	12%
CC(C)CNC(=O)N1CCCCCCNC(=O)[C@@H]2CCC[C@@H]21	35%
CCN(Cc1cc2cc(OC)ccc2[nH]c1=O)C(=O)c1ccco1	?
CCNc1cc(N2CCC(CCC(=O)NC3CCCC3)CC2)ncn1	4%
CC(C)c1noc(-c2cn(C3CCN(C(=O)c4ccccc4)CC3)nn2)n1	0%
CCOc1cc(-c2ccc(OCC(=O)OC)c(OC)c2)cc(=O)c2c(C)oc(C)c12	?
CN(C)c1ccc(CNC(=O)C2(C)Cc3c(-c4ccc(N(C)C)cc4)ccnc3O2)cc1 (stereo not given)	?
COc1ccc(NC(C)=O)cc1NC(=O)Cn1nc2c(cc1=O)CCCCC2	38%[activator]
COC(=O)C1=C(C)N=C2SC=C(CC(=O)NCc3ccc(F)cc3)N2C1c1cccc(OC)c1 (stereo not given)	-5%
CC(C)CC(=O)N1CCCCCNC(=O)CC1c1ccccc1 (stereo not given)	17%
COC1C(=O)N(CC2CC2)C12CCN(C(=O)C1CC1)CC2 (stereo not given)	13%
(listing goes on)
SMILES	12-LOX inh
COc1cccc(C(O)c2nc(-c3cccc(CO)c3)cs2)c1 (stereo not given)	-8%
CCc1nncn1C1CCN(S(=O)(=O)c2c(C)noc2C)C1 (stereo not given)	27%
CCc1ccccc1NC(=O)c1cc2c(=O)[nH]c(C)cn2n1	1%
O=C(O)c1cccc(CSc2cc(Cl)ccc2Cl)c1	?
Cc1ccc(OCCC(=O)NC23CC4CC(CC(C4)C2)C3)cc1	26%
O=C1OCC2=C1C(c1cccs1)NC(=O)N2CC(=O)N1CCCCC1 (stereo not given)	?
COc1ccc(C(=O)N[C@@H]2CCC[C@@H]2C(=O)NCc2ccc(C)o2)cc1	21%
CCCCCCCCCCCCc1ccc(NC(C)=O)cc1	21%
COc1ccc(N2CC(C(=O)NCC(F)F)NC2=O)cc1 (stereo not given)	55%[activator][176 µM]
C#CCN(Cc1nc(-c2ccccc2OCC)oc1C)C1CCCCC1	0%
Cc1ccccc1-n1nc(C)c(CCC(=O)N(C)C(C)C)c1Oc1ccccc1F	24%
O=S1(=O)CCC(n2nc(-c3ccncc3)nc2CCCn2cccn2)C1 (stereo not given)	20%

Shown as labelled records: four of the compounds above.
> CCCCCCCCCCCCc1ccc(NC(C)=O)cc1
  12-LOX inh: 21%

> Cc1ccccc1-n1nc(C)c(CCC(=O)N(C)C(C)C)c1Oc1ccccc1F
  12-LOX inh: 24%

> O=S1(=O)CCC(n2nc(-c3ccncc3)nc2CCCn2cccn2)C1 (stereo not given)
  12-LOX inh: 20%

> O=C1OCC2=C1C(c1cccs1)NC(=O)N2CC(=O)N1CCCCC1 (stereo not given)
  12-LOX inh: ?

(further entries)
SMILES	12-LOX inh
O=C(Nc1ccc(-c2ccccc2)cc1)c1ccc(F)cc1F	14%
O=C(CC1CCCN(c2cnn(CC3CC3)c(=O)c2)C1)N1CCSCC1 (stereo not given)	10%
CC(=O)NC1(C)CCN(Cc2cccc(-c3ccc(C(=O)c4ccccc4)cc3)c2)C1 (stereo not given)	40µM*
O=C(c1ccc(F)cc1)N1CCC2(CC1)OCC(C(=O)N1CCOCC1)N2C(=O)c1ccccc1 (stereo not given)	13%
CCCCCCCCOC(=O)Nc1ccc(C)cc1	?
Cc1noc2c(NC3CCN(C)CC3)cc(-c3cccnc3)nc12	46%[activator][176 µM]
Cc1ccc(NC(=O)c2cc3c(s2)CCC3)cc1	?
Cc1ccccc1CC(=O)Nc1ccc(N2CCOCC2)c(Cl)c1	?
COc1cccc(CCC(=O)N2CCC(Cc3nc(-c4cccc(OC)c4)no3)CC2)c1	-6%
CN1CCN(c2ncnc3c2ncn3[C@H]2CN(Cc3ccc(F)cc3)C[C@@H](CO)O2)CC1	2%
O=C(CCc1cc(Cl)no1)Nc1ccc2oc(-c3ccccc3F)cc(=O)c2c1	?
CC(C)CC(=O)Nc1cccc(-c2nc3cc(Cl)ccc3o2)c1	-4%
COc1cc(CNC(=O)C2CCCN(c3cnn(C)c(=O)c3)C2)cc(OC)c1 (stereo not given)	20%
CCOc1cccc2cc(-c3csc(Nc4cc(OC)ccc4OC)n3)c(=O)oc12	?
CCCCS(=O)(=O)NCC1CCN(C(=O)C(=O)c2cc3ccccc3o2)CC1	0%
O=C1CCC(C(=O)OCC(=O)Nc2ccccc2Br)=NN1	-19%
Cc1cc(F)ccc1NC(=O)CN1C(=O)NC2(CCCCC2)C1=O	33%
CC(C)Sc1nc2c(c(=O)n(C)c(=O)n2C)n1Cc1ccccc1Cl	-6%
CC1Oc2ccc(NC(=O)c3ccccc3Cl)cc2CN(Cc2ccc(F)cc2)C1=O (stereo not given)	9%
CC1(CNC(=O)c2ccccc2Cl)CCOCC1	46%[activator]
CC(C)NC(=O)N(C)C[C@H]1OCCCC[C@@H](C)Oc2ccc(N(C)C)cc2C(=O)N([C@H](C)CO)C[C@@H]1C	?
COc1ccc(CNC(=O)CN2C(=O)NC(c3ccc(Cl)cc3)C3=C2COC3=O)cc1 (stereo not given)	-1%
COc1ccc(C(=O)Nc2ccc3oc(-c4ccc5ccccc5c4)nc3c2)cc1[N+](=O)[O-]	?
O=C(Nc1ccccc1)N1CCC2(CC1)CC(Cc1ccccc1)=NO2	25%
CCC(c1cccnc1)N(C)C(=O)C1CCN(C(=O)C2CCCC2)CC1 (stereo not given)	12%
CNC(=O)[C@@H]1C[C@H](n2cc(C(C)(C)NC(=O)c3cc(F)ccc3C)nn2)CN1	-6%
Cc1sc(NC(=O)C(C)C)c(C(=O)N2CCc3c(nc[nH]c3=O)C2)c1C	13%
COc1cc2oc(=O)cc(CN(Cc3ccccc3)Cc3ccccc3)c2cc1Cl	?
Cc1ccc(C(=O)Nc2ccc3oc(=O)ccc3c2)c(Cl)c1	9%
O=C(C1CCCN(C2CCN(Cc3ccc4c(c3)OCO4)CC2)C1)N1CCOCC1 (stereo not given)	30%
CCCC(=O)N1CCN(S(=O)(=O)c2cc3c(cc2Cl)NC(=O)CO3)CC1	?
CCS(=O)c1ccccc1C(=O)NCc1ccc(C)cc1 (stereo not given)	18µM*

Some of these compounds in order of the 12-LOX inh value, descending:
SMILES	12-LOX inh
Cc1sc(-c2ccsc2)nc1-c1ccc(F)c(F)c1	8%
CNC(=O)[C@@H]1C[C@H](n2cc(C(C)(C)NC(=O)c3cc(F)ccc3C)nn2)CN1	-6%
CC(=O)N1CCC2(CC1)CC(=O)c1ccc(OCC(=O)NC3CCS(=O)(=O)C3)cc1O2 (stereo not given)	-8%
Cc1ccccc1-c1cc(C(=O)Nc2nncs2)c2ccccc2n1	-22%

Not all compounds are listed (hit frequency here may not be typical).
